RAD52 inh: inhibitors of human RAD52 DNA annealing; P43351; recombinant RAD52 DNA annealing, FRET fluorescence; inhibition, % at 18.7 µM; hit rate 0.46% among 360,000;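 active means every replicate showing at least 50% inhibition; inconclusive means mean inhibition at least 50% but not in every replicate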
Target sequence (P43351 whole entry, looked up): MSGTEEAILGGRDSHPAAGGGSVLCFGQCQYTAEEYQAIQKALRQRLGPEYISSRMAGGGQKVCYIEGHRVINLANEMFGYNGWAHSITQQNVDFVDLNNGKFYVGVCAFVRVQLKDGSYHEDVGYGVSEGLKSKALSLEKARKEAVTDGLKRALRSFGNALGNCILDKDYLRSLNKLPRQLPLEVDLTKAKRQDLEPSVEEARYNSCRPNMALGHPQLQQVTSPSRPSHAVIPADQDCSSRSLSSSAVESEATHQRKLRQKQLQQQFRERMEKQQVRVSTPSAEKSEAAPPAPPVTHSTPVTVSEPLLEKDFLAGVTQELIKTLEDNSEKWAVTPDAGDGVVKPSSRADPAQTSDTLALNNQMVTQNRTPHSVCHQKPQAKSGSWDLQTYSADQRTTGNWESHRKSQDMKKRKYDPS
RAD54 branch: RAD54 (human) branch migration inhibition; Q92698; RAD54 Holliday junction branch migration, FAM/BHQ fluorescence; inhibition, % at 10.4 µM; hit rate 0.14% among 360,000; AID 602329;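 active means mean normalized replicate activity at least 40 and at least half of replicates scoring 40 or more; inconclusive means only one of the two criteria met; inactive means mean below 40 and under half of replicates reaching 40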;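 further: 0% = median of neutral control wells and 100% = median of positive control wells; inhibitors cause a drop in the FAM fluorescence signal; in these data hits start at about 50%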
XiGFP reactiv: activators of X-chromosome reactivation in mouse fibroblasts | XiGFP mouse fibroblasts, % GFP-positive cells imaging, 3 d; cells co-treated with 5-aza-dC sensitizer; scaled so ellipticine positive control = 100% | activation, % at 7.58 µM | hit rate 0.055% among 360,000 | AID 743238;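 active means mean normalized replicate activation at least 10% and every replicate at or above 10%; inconclusive means only one of the two criteria met; inactive means mean below 10% and not all replicates reach 10%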;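 further: 0% = median of on-plate neutral control wells and 100% = ellipticine 6 µM median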
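System: 68-5-11 XiGFP fibroblast line; Timing: 3 days compound exposure; Compound dosing: one concentration, pinned; Benchmarks: positive control ellipticine, 6 µM final; Buffer or medium: DMEM containing 5-aza-dC.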
INS-1E GSIS act: primary screen for activators of insulin secretion dependent on glucose, INS-1E cells, GLuc reporter luminescence | INS-1E GLuc reporter insulin secretion, 2-3 h | activation, % at 16.6 µM | hit rate 0.61% among 370,000 | AID 743287;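 active means lowest replicate activation of at least 40%, so every replicate reaches that level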;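 further: 0% = median of neutral control wells and 100% = median of IBMX positive control wells; some compounds called inactive have numbers as strong as hits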
DENV2 CPE rescue: DENV2-induced cell death inhibition. CPE inhibition, % at 9.99 µM. hit rate 1.7% among 350,000. DENV2-infected cells, cytopathic effect rescue, plate reader. AID 651640; in the data active means CPE inhibition above about 20%, passing the limit was not always enough; inconclusive means no clear call, values can overlap the other calls; tested in BHK-21 cells;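 further: 0% = median of neutral control wells and 100% = median of positive control wells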
CFTR F508del cor: correctors of CFTR F508del function in bronchial epithelial cells | CFBE cells, YFP halide quenching; stimulated with forskolin plus potentiator P3; % fluorescence drop versus neutral controls | activity (quench increase), % at 7.58 µM | hit rate 0.36% among 350,000 | AID 720511;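 active means mean added fluorescence quench of at least 8% versus neutral control, with both replicates also reaching 8%; inconclusive means only one of the mean or replicate conditions met; inactive means mean below 8% and not both replicates reaching 8%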;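 further: cells transiently co-express mutant CFTR-F508del with the halide-sensitive YFP; corrector assay measuring rescue of mutant channel to the surface after 24 h compound exposure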
E-sel inducer: induces E-selectin expression in human endothelial cells; P16581; hit rate 0.37% among 260,000; HUVEC E-selectin immunofluorescence imaging; normalized: neutral wells 0, TNF-alpha wells 100; activation, % at 7.58 µM;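 active means mean E-selectin-positive cell signal at least 10% of the positive control, reached in at least 60% of replicates, without over 20% cell loss; inconclusive means no rule given, readout overlaps actives, possibly toxicity-flagged; inactive means the rest, including those meeting only one limit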;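 further: in these data hits start at about 27%; measured in HUVEC primary endothelial cells; signal is the percent of cells scored E-selectin positive by PE staining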
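Assay system: HUVEC primary endothelial cells. Input: 3,000 HUVEC seeded per well. Doses: one compound dose added by pin transfer. Read-out basis: % PE-positive cells. Benchmarks: TNF-alpha high, DMSO low. Detection: immunofluorescence imaging. Buffer or medium: EGM-2, gelatin.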
CASP6 VEID inh: blocks human caspase-6 cleavage activity | purified caspase-6, Z-VEID-R110 cleavage fluorescence | inhibition, % at 12.5 µM | hit rate 0.53% among 350,000;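 active means mean inhibition across replicates at least about 35%, with every replicate also reaching that limit, limit read from the data; inconclusive means only one of the two criteria met; inactive means neither criterion met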;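 further: 0% = median of neutral control wells and 100% = no fluorescence left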
Target sequence (P55212 24-179 limits assumed): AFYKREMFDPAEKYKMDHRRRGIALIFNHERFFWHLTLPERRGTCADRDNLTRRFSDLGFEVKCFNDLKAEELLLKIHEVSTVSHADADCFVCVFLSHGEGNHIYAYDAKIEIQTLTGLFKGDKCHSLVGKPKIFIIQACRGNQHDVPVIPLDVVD
Target sequence (P55212 194-293 limits assumed): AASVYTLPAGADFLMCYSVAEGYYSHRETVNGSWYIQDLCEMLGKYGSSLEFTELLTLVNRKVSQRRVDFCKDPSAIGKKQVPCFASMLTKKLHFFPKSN
* hit, by the source's call; u = inconclusive; x = no result given. An unsorted share of the library; overall some 3.7% were active at least once.

SMILES	RAD52 inh	RAD54 branch	XiGFP reactiv	INS-1E GSIS act	DENV2 CPE rescue	CFTR F508del cor	E-sel inducer	CASP6 VEID inh
O=C(CCCN1CCN(c2ccccc2)CC1)c1ccc(F)cc1	-16	-5	-0.1	-10	6	0.9	0.4	0
O=S(=O)(Nc1nc2ccccc2nc1NCC1CCCO1)c1ccc(F)cc1 (stereo not given)	-10	1	x	-30	-7	-2.4	-0.4	3
O=C(NCc1ccc(F)cc1)[C@H]1[C@H](CO)[C@H]2Cn3c(cccc3=O)[C@@H]1N2CC1CC1	-1	-4	0.2	11	-1	-1.2	0.2	3
O=C(O)COc1ccccc1/C=N/NC(=O)Cc1csc(Nc2cccc(C(F)(F)F)c2)n1	-16	8	0.0	-19	4	-2.6	x	12
COc1ccccc1NC(=O)COc1ccccc1C(=O)Nc1ccccc1	-3	-4	0.2	15	u	2.9	0.3	8
O=[N+]([O-])c1cccnc1NCCc1c[nH]c2ccccc12	-15	-11	0.2	5	0	1.0	x	-4
Cc1cc(C)nc(SCC(=O)c2ccc3c(c2)OCCO3)n1	4	6	x	-1	-4	-2.3	x	2
COc1cccc(OC2OC3COC(C)(C)OC3C(O)C2NC(C)=O)c1 (stereo not given)	-12	4	-0.2	26	1	0.7	-0.1	-1
Cc1ccc(S(=O)(=O)Nc2ccncc2)c(C)c1N(C)S(=O)(=O)c1ccc(Cl)cc1	-2	-4	0.5	13	u	x	1.6	-2
Cc1ccc(S(=O)(=O)N2CC[C@@H]3[C@H](CO)Nc4ccc(-c5ccccc5F)cc4[C@@H]32)cc1	4	7	-0.1	18	147*	-2.1	-0.6	-4
C=CCNC(=O)/C(C#N)=C/c1ccc(OS(=O)(=O)c2ccc(C)cc2)c(OC)c1	-13	x	-0.2	-9	6	x	x	2
Cc1ccccc1C(=O)NC(=S)N(Cc1ccccc1)c1ccccn1	-2	0	0.1	-15	-1	-2.7	x	-1
CCOc1cc(NC(=O)c2cccs2)c(OCC)cc1NC(=O)CCC(=O)NCc1ccccn1	-4	x	-0.1	17	14	-1.3	x	-1
CCN(CC)Cc1ccccc1Sc1ccccc1	-10	x	-0.1	56	5	x	-2.4	0
COc1ccc(CNC(=O)C[C@H]2C[C@H]3c4cc(N(C)C)ccc4O[C@H]3[C@H](CO)O2)cc1	-30	-7	0.1	-4	-2	1.2	-0.3	0
C[C@H](CO)N1C[C@H](C)[C@@H](CN(C)C(=O)CN(C)C)Oc2cc(C#CC(C)(C)O)ccc2S1(=O)=O	5	3	0.2	15	19	0.5	0.0	2
O=C(COC(=O)Cc1c(F)cccc1Cl)Nc1nnc(-c2ccccc2)o1	-18	-4	-0.1	23	1	2.2	x	5
Cc1[nH]c2ccccc2c1C(=O)c1cc([C@H](NC(=O)OC(C)(C)C)C(C)C)sc1N	-15	x	0.3	-21	13	-0.5	0.0	-1
CC1CCN(S(=O)(=O)c2ccc(C(=O)NCc3cccnc3)cc2)CC1	0	x	0.3	-8	-2	-0.1	1.5	1
C=CCNC(=O)/C(C#N)=C/c1ccccc1[N+](=O)[O-]	-17	x	0.4	-3	-1	1.8	x	-1
O=C(N/N=C/c1cn(Cc2cccc(F)c2)c2ccccc12)c1cc(O)cc(O)c1	-18	-9	0.0	53	-1	6.0	0.1	57*
CC(NC(=O)CCc1nc2cc(S(=O)(=O)N3CCOCC3)ccc2n1C)c1ccc(S(N)(=O)=O)cc1 (stereo not given)	-9	-1	0.0	-10	-3	1.5	-0.3	0
Cn1c(=O)n(C)c2cc(NC(=O)COc3ccc(Cl)cc3)ccc21	-3	9	0.1	-3	3	1.5	x	0
C[C@@H]1CN([C@@H](C)CO)C(=O)c2cccc(NC(=O)C3CCOCC3)c2O[C@H]1CN(C)Cc1ccccc1	1	-3	0.2	5	x	-0.5	0.6	1
CN1CCN(C(=O)CNC(=O)Cc2ccc(Cl)cc2)CC1	4	5	0.0	7	1	-0.2	1.4	1
COc1ccc([Si](C)(C)[C@@H]2[C@@H](CCO)O[C@]3(C(=O)N(Cc4ccccc4)c4ccc(N5CCOC5=O)cc43)[C@H]2C)cc1	25	-4	x	x	4	5.0	x	1
O=C(c1cccc(S(=O)(=O)N2CCCC2)c1)N1CCN(c2ncccn2)CC1	-3	4	0.2	5	3	1.3	-1.6	-3
CN(C1CCCCC1)S(=O)(=O)c1ccc(C(=O)Nc2sc3c(c2C(N)=O)CC(C)(C)NC3(C)C)cc1	78*	4	0.0	-19	0	-1.8	0.2	-12
CCC(Sc1nc2ncccc2[nH]1)C(=O)N1CCOCC1 (stereo not given)	2	-10	0.5	1	14	-1.8	1.2	-2
O=C(CSc1nc(COc2ccccc2)nc2ccccc12)NC1CCCC1	-12	x	0.0	10	x	0.8	0.4	1
CCOC(=O)NNC(=S)Nc1c(C)n(C)n(-c2ccccc2)c1=O	-14	0	-0.1	-2	0	0.6	x	-1
CCN(CC)C(=O)c1sc2nc(-c3ccccn3)[nH]c(=O)c2c1C	-11	4	0.0	22	1	-2.5	-0.6	7
COC(=O)c1ccccc1S(=O)(=O)N1CCC(C(=O)OC(C)C(=O)Nc2ccc(NC(C)=O)cc2)CC1 (stereo not given)	-9	-6	0.1	-33	u	0.8	-0.7	-1
CO[C@H]1CC[C@@H]2CCN(C)C(=O)C[C@H](c3ccccc3)CN(C)C(=O)c3cc(C#N)ccc3OC[C@H]1O2	-3	-6	0.0	2	-4	x	0.3	5
COc1ccc(CNC(=O)c2ccc[nH]2)cc1Cl	-17	-3	0.6	6	12	0.5	2.6	0
COc1cccc(NC2=Nc3cccc4cccc2c34)c1	-14	-6	0.1	0	-2	x	-0.1	4
O=C(Cc1ccccc1)N1CC(=O)N2[C@@H](CO)[C@H](c3ccc(Br)cc3)[C@@H]2C1	-17	x	0.1	-3	-11	-5.3	-0.2	1
NC(=O)c1ccc(-c2csnn2)cc1	-8	-4	0.0	x	-1	1.1	x	-7
CO[C@@H](CN(C)S(=O)(=O)c1cccc(Cl)c1)[C@@H](C)CN(C(=O)Nc1ccccc1F)[C@H](C)CO	-18	-2	0.0	-22	2	-0.2	-0.1	1
O=C1c2ccc(-c3ccc(F)cc3OCc3ccccc3)cc2S(=O)(=O)c2cccc(C(=O)N3CCN(c4ncc(Br)cn4)CC3)c21	-14	-9	-0.1	4	-4	-3.0	-0.1	-3
O=C(NC1CCCC1)C(c1ccccc1)N(Cc1ccc(F)cc1)C(=O)c1csnn1 (stereo not given)	-15	-7	0.0	-45	7	-1.5	0.6	x
CCC(C)C(NS(=O)(=O)c1ccc(C)cc1)C(=O)NCCCN1CCOCC1 (stereo not given)	-7	-4	0.4	37	3	3.8	x	4
COc1ccc(NC(=O)N(C)C[C@H]2OCCCC[C@H](C)Oc3ccc(NC(=O)Nc4cccc5ccccc45)cc3C(=O)N([C@H](C)CO)C[C@@H]2C)cc1	x	7	-0.1	14	-4	0.1	-0.2	x
CCc1nc2ccc(C(=O)NCCOc3ccc(OC)cc3)cn2c1N(C=O)Cc1ccc(OC)cc1	-14	-7	0.1	8	-4	-2.6	0.8	0
Cc1cccn2c(=O)c3cc(C(=O)N4CCN(Cc5ccccc5)CC4)sc3nc12	-30	7	0.2	x	2	5.2	x	6
CCOc1cc(CNCc2cc(OC)cc(OC)c2)ccc1OC	-6	-3	0.7	2	-1	2.1	x	-2
COc1ccc(OCc2nnc(SCC(=O)Nc3ccccc3C#N)o2)cc1	-19	-5	0.1	18	-1	-1.0	0.2	5
COCc1c(C(=O)N/N=C\c2cccs2)nnn1-c1nonc1N	-21	-40	0.1	38	-2	0.6	x	-1
CCOC(=O)C1(Cc2cccc(OC)c2)CCN(Cc2ccc(OC)c(O)c2)CC1	-16	-1	0.0	-16	-3	-2.9	-0.3	-2
CC1(NC(=O)CCc2nc3ccccc3c(=O)[nH]2)CCS(=O)(=O)C1 (stereo not given)	-5	5	0.3	24	0	-1.1	-2.3	-1
C[C@@H]1CN([C@@H](C)CO)C(=O)c2cc(NC(=O)c3ccncc3)ccc2O[C@@H]1CN(C)S(C)(=O)=O	-8	0	-1.2	8	0	-0.8	0.1	1
COc1ccc(NC(=S)N(CCO)Cc2cc3c(C)cc(C)cc3[nH]c2=O)cc1	-19	x	0.0	-4	1	0.1	x	0
CCC1=NC(c2ccccc2Cl)N(O)C1(C)C (stereo not given)	-3	-1	x	-16	9	-0.1	x	0
O=[N+]([O-])c1ccc(N2CCN(CCOCCO)CC2)c([N+](=O)[O-])c1	-1	x	-0.3	14	-2	-1.2	x	0
CCCNC(=O)C[C@H]1CC[C@@H]2[C@@H](COc3ccc(NC(=O)CC)cc3C(=O)N2C)O1	4	12	0.2	-6	4	1.2	0.1	2
O=C(C[C@@H]1CC[C@H]2[C@@H](COC[C@@H](O)CN2CCC(F)(F)F)O1)NCc1ccc2c(c1)OCO2	5	-2	0.2	-6	2	0.4	0.0	0
CO[C@@H]1CN(C)C(=O)c2ccc(NC(=O)C3CCC3)cc2OC[C@@H](C)N(Cc2nccs2)C[C@H]1C	3	-3	0.8	-8	-2	0.9	0.0	3
CC(=O)Nc1cccc(C(=O)OCC(=O)NC2CCCCCCC2)c1	-13	-7	0.0	-50	1	-1.0	x	-3
C/C=C/c1ccc([C@H]2[C@@H](CO)N3C(=O)CN(C(=O)Nc4ccccc4F)C[C@@H]23)cc1	7	x	0.0	-2	-4	0.5	-0.2	2
C[C@@H]1CN([C@H](C)CO)C(=O)c2cc(C#Cc3cccc(F)c3)cnc2O[C@H]1CN(C)C(=O)C1CCOCC1	x	x	1.4	8	x	1.7	-0.1	x

New compounds follow:
SMILES	RAD52 inh	RAD54 branch	XiGFP reactiv	INS-1E GSIS act	DENV2 CPE rescue	CFTR F508del cor	E-sel inducer	CASP6 VEID inh
COc1ccc(CCC(=O)NCC(c2ccco2)N2CCc3ccccc32)cc1 (stereo not given)	-7	-1	0.0	-29	1	2.2	-0.3	-2
Cc1ccc(NC(=O)c2ncn(CCCNCC(C)c3ccccc3)n2)cc1C (stereo not given)	-21	14	0.0	-29	-8	3.1	-0.4	1
Cc1noc(C)c1COc1ccc(C(=O)OC(C)C(=O)Nc2ccc(S(=O)(=O)N3CCOCC3)cc2)cc1 (stereo not given)	-12	x	0.0	-4	3	x	x	0
O=C(Cn1cc([N+](=O)[O-])ccc1=O)NCC1COc2ccccc2O1 (stereo not given)	-11	-8	0.0	x	4	-2.7	0.1	0
CCNc1nc(=S)nc(NCc2ccccc2)[nH]1	-18	x	0.0	-4	-1	-0.5	1.0	0

Given field by field: 2 of the compounds above.
> Cc1noc(C)c1COc1ccc(C(=O)OC(C)C(=O)Nc2ccc(S(=O)(=O)N3CCOCC3)cc2)cc1 (stereo not given)
- RAD52 inh: -12
- RAD54 branch: x
- XiGFP reactiv: 0.0
- INS-1E GSIS act: -4
- DENV2 CPE rescue: 3
- CFTR F508del cor: x
- E-sel inducer: x
- CASP6 VEID inh: 0
> O=C(Cn1cc([N+](=O)[O-])ccc1=O)NCC1COc2ccccc2O1 (stereo not given)
- RAD52 inh: -11
- RAD54 branch: -8
- XiGFP reactiv: 0.0
- INS-1E GSIS act: x
- DENV2 CPE rescue: 4
- CFTR F508del cor: -2.7
- E-sel inducer: 0.1
- CASP6 VEID inh: 0

Compound activity: PubChem BioAssay, Broad Institute
